UBC9 SUMO inh: inhibitors of in vitro SUMOylation cascade, primary screen, biochemical, HTRF, uHTS; SUMO-conjugating enzyme UBC9 (Homo sapiens), P63279; HTRF SUMOylation assay, SAE1/SAE2 + UBC9; inhibition, % at 35 µM; hit rate 0.36% among 290,000; in the data active = inhibition above about 50%, passing the limit was not always enough; note: strong numbers were not always called active
IDE inh: human IDE inhibitors in live cells, primary screen, fluorescence polarization, HEK cells, FAbetaB substrate | Insulin-degrading enzyme (Homo sapiens), P14735 | FAbetaB cleavage | inhibition, % at 5.59 µM | hit rate 0.41% among 320,000 | AID 434962, 2010;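 active = percent inhibition above the average of all tested compounds plus 3 SD, set per screening campaign, cut at about 16% in these data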;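 note: IDE supplied by intact live HEK cells; FP after avidin binding of uncleaved biotin substrate so inhibition keeps polarization high; 0% = DMSO wells and 100% = 60 µM reference IDE inhibitor Ii1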
Target sequence (P14735 whole entry, looked up): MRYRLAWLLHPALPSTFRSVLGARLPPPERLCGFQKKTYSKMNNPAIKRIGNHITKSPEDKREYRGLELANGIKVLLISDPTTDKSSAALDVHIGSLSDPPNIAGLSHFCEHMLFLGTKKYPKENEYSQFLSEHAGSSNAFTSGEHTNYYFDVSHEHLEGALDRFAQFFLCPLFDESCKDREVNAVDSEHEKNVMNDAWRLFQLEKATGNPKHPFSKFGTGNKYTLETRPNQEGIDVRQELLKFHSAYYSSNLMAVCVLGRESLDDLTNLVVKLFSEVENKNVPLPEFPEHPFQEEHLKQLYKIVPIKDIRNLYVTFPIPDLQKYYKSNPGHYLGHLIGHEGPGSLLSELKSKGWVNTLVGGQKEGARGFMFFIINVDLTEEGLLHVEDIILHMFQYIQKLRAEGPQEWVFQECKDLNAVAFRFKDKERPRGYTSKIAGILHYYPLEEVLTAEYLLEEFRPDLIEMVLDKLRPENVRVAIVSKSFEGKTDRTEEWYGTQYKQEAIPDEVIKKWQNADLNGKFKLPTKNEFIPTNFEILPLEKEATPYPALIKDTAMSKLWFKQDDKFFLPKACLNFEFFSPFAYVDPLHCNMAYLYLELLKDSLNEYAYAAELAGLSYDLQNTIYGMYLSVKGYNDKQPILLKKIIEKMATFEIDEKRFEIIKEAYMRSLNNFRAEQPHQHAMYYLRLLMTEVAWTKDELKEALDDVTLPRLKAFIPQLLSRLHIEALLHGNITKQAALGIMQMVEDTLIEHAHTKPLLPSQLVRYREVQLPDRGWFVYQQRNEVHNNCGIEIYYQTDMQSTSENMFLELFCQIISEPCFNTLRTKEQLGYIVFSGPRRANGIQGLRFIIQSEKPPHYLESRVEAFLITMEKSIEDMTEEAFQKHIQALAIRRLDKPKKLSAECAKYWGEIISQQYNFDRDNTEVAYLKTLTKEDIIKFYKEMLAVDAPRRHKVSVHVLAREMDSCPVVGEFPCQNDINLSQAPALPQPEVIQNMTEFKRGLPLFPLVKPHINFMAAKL
VIM-2 inhibitor: VIM-2 metallo-beta-lactamase inhibitors, primary screen, biochemical, epi-absorbance readout, Pseudomonas aeruginosa enzyme | AID 1527, 2009 | hit rate 0.89% among 290,000 | purified VIM-2, nitrocefin hydrolysis, epi-absorbance fluorescence | inhibition, % at 5.6 µM;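 active = inhibition above the mean of all tested compounds plus 3 SD, cutoff set per screening run, cut at about 7.5% in these data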;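 note: red hydrolysis product quenches plate fluorescence so inhibitors raise well fluorescence; 0% = enzyme with DMSO and 100% = DMSO without enzyme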
IMP-1 inh: IMP-1 metallo-beta-lactamase inhibitors, primary screen, biochemical, epi-absorbance readout, Pseudomonas aeruginosa enzyme | purified IMP-1, nitrocefin hydrolysis, epi-absorbance fluorescence | hit rate 0.45% among 290,000 | metallo-beta-lactamase IMP-1 (Pseudomonas aeruginosa) | inhibition, % at 5.6 µM;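 active = inhibition above the mean plus 3 SD of all compounds in the same screening run, cut at about 4.5% in these data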;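 note: 0% = IMP-1 with DMSO and 100% = DMSO wells lacking enzyme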
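system = purified recombinant IMP-1 beta-lactamase | amount = 0.2 nM IMP-1, as dispensed | medium = HEPES buffer pH 7.1 with ZnSO4 and Brij 35 | times = 25 °C, 15 min preincubation, 25 min reaction | detection = plate fluorescence quenching by hydrolysis product, ex 480/em 530 nm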
NS3 helicase inh: inhibitors of HCV NS3 helicase, primary screen, biochemical, Cy5 molecular beacon fluorescence; Hepatitis C virus NS3 helicase; NS3 helicase DNA unwinding; inhibition, % at 10.9 µM; hit rate 0.56% among 290,000;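 active = inhibition above the mean of all tested compounds plus 3 SD, set per campaign, cut at about 35% in these data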;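 note: 0% = DMSO wells and 100% = thioflavine S control wells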
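assay system = NS3 helicase fragment of HCV | buffer or medium = MOPS pH 6.5, MgCl2, DTT, Tween20, BSA | timing = 60 min unwinding reaction at 25 °C after ATP addition | signal = Cy5 beacon fluorescence read at start and 1 h | read-out basis = % inhibition of unwinding | control set = low DMSO, high thioflavine S at 110 µM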
IDE act: human IDE activators in live cells, primary screen, fluorescence polarization, HEK cells, FAbeta-B substrate | Insulin-degrading enzyme (Homo sapiens), P14735 | FAbeta-B cleavage; 0% vehicle, 100% cell-free pure enzyme wells | activation, % at 5.96 µM | hit rate 0.073% among 340,000;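 active = activation above the mean of all tested compounds plus 3 SD, set per screening campaign, cut at about 17% in these data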
p-CIP stab down: p/CIP-EGFP fusion destabilizers, primary screen, fluorescence, F442A cells. AID 1984, 2009. 16 h. hit rate 0.01% among 290,000. decrease of EGFP signal, % at 10 µM. Q05BA5;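 active = EGFP signal decrease of at least 30% at 10 µM or well 3 SD below plate mean, unless failing retest; inactive = the rest, including hits failing retest or dose response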; note: some compounds called inactive have numbers as strong as hits; many of its hits are not listed in these tables
FID counter: compounds displacing fluorescent DNA intercalator, primary screen, artefact control for HCV NS3 helicase inhibitor project, biochemical, FID fluorescence | DNA fluorescent intercalator displacement | inhibition, % at 7.9 µM | hit rate 0.17% among 290,000; in the data active = inhibition above about 37%;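 note: 0% = vehicle and 100% = reference compound; higher means more ethidium bromide displaced from hairpin DNA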
M18AAP inhibitor: PfM18AAP inhibitors, malaria aminopeptidase, primary screen, biochemical, QFRET, recombinant enzyme; M18 aspartyl aminopeptidase (Plasmodium falciparum 3D7); H-Glu-NHMec fluorogenic cleavage; inhibition, % at 7.35 µM; hit rate 1.2% among 290,000;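 active = inhibition above the campaign mean inhibition over all tested compounds plus 3 SD, cut at about 28% in these data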;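 note: 0% = plate median of test compound wells and 100% = 2 mM ZnCl2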
* = called active by the depositor; / = no result given. Rows were taken by chance; overall some 3.6% were active at least once.

SMILES	UBC9 SUMO inh	IDE inh	VIM-2 inhibitor	IMP-1 inh	NS3 helicase inh	IDE act	p-CIP stab down	FID counter	M18AAP inhibitor
CC(C(=O)N=c1sc2ccccc2n1C)N1C(=O)C2CC=CCC2C1=O (stereo unspecified)	-1	-7	0.5	-1.8	-2	0	-8	-23	-16
CC(=O)Nc1c(O)nc(SCc2ccc(Cl)cc2)[nH]c1=O	-6	-1	-0.6	-2.1	-6	3	11	2	0
CCCN(C(=O)c1ccccc1N)c1c(C)n(C)n(-c2ccccc2)c1=O	20	1	-2.7	-3.3	12	4	-13	0	1
CCOc1ccc(C(=O)OCC(=O)N2CC(C)OC(C)C2)cc1OCC (stereo unspecified)	-5	3	0.5	-1.2	3	-1	12	-23	0
CC(/C=C/c1ccco1)=N\NC(=O)CNc1cccc(C)c1	3	7	-3.5	-2.5	12	2	-8	-10	-4
CN1CCc2c(sc3c2c(=O)n(-c2ccccc2)c2n[nH]c(=S)n32)C1	4	0	1.1	-3.0	-3	1	-2	4	38*
COc1ccc(/C=N/NC(=O)c2cc(-c3ccccc3OC(C)C)nc3ccccc23)cc1CN1CCOCC1	3	0	-3.6	-4.6	-75	3	-12	2	-2
N#C/C(=C\c1ccc(-c2ccc(Br)cc2)o1)C(=O)NCCc1c[nH]c2ccccc12	-1	1	-1.3	-1.4	-9	-6	-2	-1	-6
Cc1cc(C)n(CC(=O)Nc2ccccc2)n1	8	2	-2.6	-0.9	0	2	1	-1	-4
CS(=O)(=O)c1ccc(Cl)c(NC(=O)COC(=O)c2cccc(S(=O)(=O)N3CCCCC3)c2)c1	3	6	-4.3	-3.0	13	-7	-8	-23	2
O=C(Cc1ccccc1)N/N=C/c1cc2c(cc1Cl)OCO2	-17	2	-3.3	-3.1	1	-2	0	-7	-1
O=C(Nc1nc2ccc(F)cc2s1)C1CCN(S(=O)(=O)c2cc([N+](=O)[O-])ccc2Cl)CC1	10	0	-3.6	-1.4	4	-3	-4	7	-6
COc1ccc(-n2nc(C(=O)NCc3ccco3)c3c4ccccc4n(C)c3c2=O)cc1	2	-3	-2.3	-2.6	3	4	-18	-1	2
C=CCn1cc(/C=N/Nc2nc3ccccc3[nH]2)c2ccccc21	-52	-6	-4.5	-5.7	-42	5	8	-1	9
Cc1nsc(Nc2ccccc2)c1C#N	15	4	-0.6	-2.1	-4	-2	-11	-4	-2
Cc1c(CCOC(=O)c2ccccc2)sc[n+]1CC(=O)c1ccc(Br)cc1	2	1	1.3	0.3	-58	-5	-11	19	-8
Cc1ccc2c(cnn2C(=O)CCCC(=O)NC(C)c2ccccc2)c1 (stereo unspecified)	-6	0	-2.5	-2.1	-6	5	14	-38	12
CC(C)=C(NC(=O)c1ccccc1)C(=O)Nc1ccc(C(=O)O)cc1	7	1	-2.5	-3.7	15	1	0	3	4
Nc1nnc(SCC(=O)Nc2ccc(S(=O)(=O)N3CCOCC3)cc2)s1	8	9	-3.5	1.4	-12	3	-4	-9	-5
O=C(Nc1ccc(Cc2ccncc2)cc1)c1cc([N+](=O)[O-])ccc1N1CCOCC1	12	4	-2.8	-2.1	-3	-3	-11	-7	-2
CC(=O)N1N=C(c2ccc3nccnc3c2)CC1c1ccccc1 (stereo unspecified)	9	1	0.6	-1.1	-2	-3	-3	-18	-2
Cc1ccc(-c2nc3c(c(=O)[nH]c(=O)n3Cc3ccccc3)n2Cc2ccccc2)o1	14	/	-0.5	-1.9	18	-2	-8	-20	-1
COc1ccc(CNC(=O)CC2Sc3ccccc3NC2=O)cc1 (stereo unspecified)	-4	-2	-2.8	-2.9	1	4	4	2	3
O=C(NCCOc1ccc(Cl)cc1)C(=O)NCC1CCCO1 (stereo unspecified)	15	-6	-4.7	-1.5	1	0	-9	-9	-3

2 entries picked at random from those above:
SMILES	UBC9 SUMO inh	IDE inh	VIM-2 inhibitor	IMP-1 inh	NS3 helicase inh	IDE act	p-CIP stab down	FID counter	M18AAP inhibitor
COc1ccc(/C=N/NC(=O)c2cc(-c3ccccc3OC(C)C)nc3ccccc23)cc1CN1CCOCC1	3	0	-3.6	-4.6	-75	3	-12	2	-2
CCOc1ccc(C(=O)OCC(=O)N2CC(C)OC(C)C2)cc1OCC (stereo unspecified)	-5	3	0.5	-1.2	3	-1	12	-23	0

(cont.)
SMILES	UBC9 SUMO inh	IDE inh	VIM-2 inhibitor	IMP-1 inh	NS3 helicase inh	IDE act	p-CIP stab down	FID counter	M18AAP inhibitor
COCc1ccc(C(=O)N2CCCCC2C(=O)Nc2ccc(-n3nc(C)cc3C)cc2)o1 (stereo unspecified)	-10	-1	-1.5	-2.1	4	5	-17	-48	1
CC1CN(C(=O)c2ccccc2Nc2ccc(SC(F)F)cc2)CC(C)O1 (stereo unspecified)	4	2	-0.9	-2.5	9	5	-2	-22	-14
COC(=O)C1CCN(CC(=O)Nc2sc3c(c2C#N)CCC3)CC1	7	5	-1.1	0.8	9	-3	10	-5	5
O=C(O)c1ccc(Cl)c(S(=O)(=O)N2CCCCCC2)c1	2	-3	-0.8	-2.0	8	3	-21	-6	-5
CCN(CCn1cccn1)C(=O)c1cc(COc2cccc3cccnc23)on1	13	5	-1.8	-2.1	20	-3	-4	-21	-11
C=CCN1C(=O)[C@@H]2Cc3c([nH]c4ccccc34)C(c3cc(OC)c(OC)c(OC)c3)N2C1=S (stereo partly specified)	10	15	-2.3	-1.8	23	-67	-38	-33	16
O=C(Cn1cnc2c(nnn2Cc2ccc(F)cc2)c1=O)N1CCCc2ccccc21	6	-3	-1.0	-2.5	-1	-6	7	-2	-11
COc1ccc(-c2noc(CCCC(=O)Nc3ccc(C(N)=O)cc3)n2)cc1	-21	5	-0.3	-2.6	1	1	-8	-3	-2
Cc1cccc(C)c1NC(=O)Cn1cnc2c(=O)n(C)c(=O)n(C)c21	24	-1	2.2	0.4	13	-5	-16	-5	7
CC1(C)CN(c2cccc(C#N)c2)C1=O	14	-5	-3.2	-3.5	-7	3	8	-2	1
CC1C(c2ccccc2)N(C)C(c2ccccc2)CC1(O)c1ccc(F)cc1 (stereo unspecified)	-30	3	0.7	-1.1	-17	5	-1	3	-7
CCOc1ccc(NCc2cccn2-c2nnc(N3CCC(C(=O)NCCCN4CC(C)CC(C)C4)CC3)s2)cc1 (stereo unspecified)	12	3	2.5	-2.6	-97	-1	5	38*	2
CS/C(N)=N/N=C/c1cc(C)ccc1O	15	-2	-1.0	-0.9	13	8	3	-2	26
COc1ccc(CC(=O)N2CCN=C2SC)cc1OC	16	0	-1.9	-3.1	9	10	-19	-1	-2
Cn1c(SCC(=O)c2ccc(F)cc2)nnc1-c1cnccn1	25	2	-3.0	-2.5	0	2	-12	-2	5
CN1CCN(CCNC(=O)c2cc3c(=O)n(C)c4ccccc4c3n2C)CC1	12	7	21*	2.2	-1	0	-4	11	-1
Fc1nc(N2CCCC2)c(F)c(Oc2ccccc2Oc2c(F)c(F)nc(N3CCCC3)c2F)c1F	19	4	-0.7	-1.7	1	5	10	1	-2
CC(=O)Nc1ccc(S(=O)(=O)N(C)CC(=O)OC(C)C(=O)N(C)Cc2ccccc2)cc1 (stereo unspecified)	1	0	-2.4	-1.9	2	7	2	-20	5
COc1cccc(N2CCN(c3ncnc4c3[nH]c3ccc(F)cc34)CC2C)c1 (stereo unspecified)	-13	38*	0.9	-0.3	-30	-12	-14	-8	4
CCN(CC)c1ccc(CNC(=O)C/C(C)=N/NC(=O)COc2ccc(C)cc2Br)cc1	-6	8	-7.0	-7.6	2	0	2	-25	0
O=C(CCCc1ccccc1)c1ccc2c(c1)OCCO2	2	1	-1.9	-4.4	-2	-5	0	-8	-5
O=C(Cc1ccc(Cl)cc1)Nc1ccccn1	7	0	-1.4	-2.5	9	3	1	-1	1
COc1cccc(C2c3[nH]c4ccccc4c3CCN2Cc2cccn2-c2ncccn2)c1 (stereo unspecified)	7	4	-0.2	-1.8	-42	-1	-20	2	-2
COc1ccc(-n2c(-c3cccc(OC)c3)nc(=S)c3c2CCCC3)cc1	-4	-5	1.7	-1.0	1	3	4	-8	6
COc1ccc(S(=O)(=O)N2C3CCC2CC(NC(=O)C2CC2)C3)cc1 (stereo unspecified)	30	-1	-2.0	-1.6	4	0	-13	-2	8
NC(=O)CSc1nnc(-c2ccccn2)n1N	18	5	-0.3	-3.5	-2	3	-9	0	-9
COc1ccc(-c2csc3ncnc(N4CCN(CCO)CC4)c23)cc1	10	-1	-2.5	-1.9	-3	0	0	1	4
Cc1cc(NCc2ccccc2)n2ncnc2n1	11	-7	-1.0	-0.6	3	5	0	3	-1
O=C(Nc1ccc2c(c1)OCCO2)C1CCN(S(=O)(=O)c2cccs2)CC1	-1	-2	-4.0	-2.6	-3	0	-5	-10	-11
CCCn1c(C2CCCN2c2nc(-c3ccc(C)cc3)cs2)nc2cc(Cl)c(N3CCCCC3)cc21 (stereo unspecified)	10	3	-5.0	-3.3	35	-1	-13	-20	-7
Cc1ccc(C(=O)CSc2nnc(CNc3nc(-c4ccccc4)cs3)n2C)cc1	2	8	-4.8	-1.3	-15	-15	-11	-29	-6
CCC/C(O)=C1\C(=O)CCCC1=NCCc1c(C)[nH]c2ccc(C)cc12	10	-2	-1.1	-0.2	2	5	-10	-21	-7
CCOC(=O)C1CCN(c2ncnc3c(C)csc23)CC1	11	3	2.1	-2.3	-4	-4	-8	-21	-18
COc1ccc(CCNC(=O)C(=O)NCc2ccc(Cl)cc2)cc1OC	-18	-6	0.3	1.3	7	1	1	-14	-16
CC(C)c1c(C(=O)N/N=C/c2cccc3ccccc23)nnn1-c1nonc1N	-20	-2	0.0	-0.2	-14	4	-6	-11	-7
CCOc1ccc(C(=O)N/N=C(\c2ccccc2)c2ccccn2)cc1	-15	-1	-2.2	-2.8	23	-3	-4	-22	4
Cc1ccn2c(CNCCn3nc(C)cc3C)c(C(=O)N3CCCCCC3)nc2c1	-13	0	-2.9	-3.5	-5	-6	-6	-3	-6
O=C(O)CSc1ncnc2sc(-c3ccccc3)cc12	12	2	1.2	-1.5	17	1	7	-19	-4
O=C(CN1C(=O)NC(Cc2c[nH]c3ccccc23)C1=O)Nc1cccc(S(=O)(=O)N2CCOCC2)c1 (stereo unspecified)	16	6	-0.9	-0.3	10	0	-8	-8	-17
Cc1cc(C)c(NC(=O)c2ccc(S(=O)(=O)N(C)C)cc2)c(C)n1	8	1	-2.2	-3.6	-3	-7	5	1	1
CCn1ccnc1C(O)c1ccc(N(C)C)cc1 (stereo unspecified)	-19	-1	-3.3	-5.5	9	3	-2	0	5
CC(C)c1nc(SCC(=O)Nc2ccc3c(c2)OCO3)n[nH]1	10	1	-2.6	-1.1	14	5	-15	1	6
Cc1ccc(C(=O)/C=C/c2ccc3c(c2)OCO3)o1	10	12	-1.0	-1.8	0	4	-8	-7	7

Assay outcomes: PubChem BioAssay, several laboratories
